# PrPC surface inh – cell surface PrPC inhibition, primary TR-FRET screen; inhibition, % at 13.8 µM; 370,000 tested, 0.43% active; AID 720596; TR-FRET read-out; P04156; in the data active means inhibition above about 24%; further: 0% = median of the test wells and 100% = reference compound wells
# MazEF act – MazEF (E. coli) toxin RNase activation | P0AE70 | FAM/BHQ RNA-DNA oligo cleavage fluorescence, 5 h | activation, % at 20 µM | 350,000 tested, 0.32% active; in the data active means activation above about 50%
# 3CLpro inhibitor – SARS-CoV 3CLpro protease inhibition; P0C6X7; inhibition, % at 6 µM; recombinant SARS-CoV 3CLpro, quenched FRET peptide cleavage; 290,000 tested, 0.14% active; AID 1706; in the data active means inhibition above about 12%
# Rv3671c inh – Rv3671c (M. tuberculosis) protease inhibition. P9WHR9. inhibition, % at 5.96 µM. 320,000 tested, 0.048% active. AID 2606; in the data active means inhibition above about 38%;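 further: extracellular domain of Rv3671c used as enzyme; 0% = enzyme with DMSO and 100% = no enzyme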
# TcdB GH inh – blocks C. difficile toxin B glycohydrolase activity. 350,000 tested, 0.24% active. inhibition, % at 9.99 µM. TcdB glycohydrolase enzymatic assay, plate reader; in the data active means inhibition above about 10%
# Vc quorum ag – induces V. cholerae light production without autoinducers | AID 588436 | 350,000 tested, 0.16% active | V. cholerae BH1578 lux reporter, luminescence, 6 h | activation, % at 18.7 µM; in the data active means activation mostly above about 9.7%, no sharp cut-off; inconclusive means no clear call, values can overlap the other calls; inactive means mostly below about 3.7%; further: not every result past the cut was called active; inactives centre near 0; reference of the scale not given here
# Y pestis TopoI – Y. pestis Topo-I inhibition via cleavage products. Y. pestis Topo-I cleavage product accumulation, plate reader. activity, % at 10 µM. 360,000 tested, 0.064% active. AID 504884; in the data active means activity above about 50%, passing the limit was not always enough; inconclusive means no clear call, values can overlap the other calls; further: inactives centre near 2
# DUSP3 inh – DUSP3 (human) phosphatase inhibition; P51452; recombinant VHR phosphatase, pNPP absorbance; inhibition, % at 13.3 µM; 290,000 tested, 0.52% active; AID 1654; in the data active means inhibition above about 50%; further: some compounds called inactive have numbers as strong as hits
# CCHFV vOTU inh – CCHFV vOTU protease inhibition | Pep-AMC fluorescence | inhibition, % at 11.5 µM | AID 651958 | 370,000 tested, 0.55% active; in the data active means inhibition above about 30%; further: 0% = vehicle wells with enzyme and 100% = no enzyme wells
# PriA SSB inh – blocks PriA binding to SSB C-terminal tail; AlphaScreen SSBct-PriA binding, biotinylated peptide; inhibition, % at 33 µM; 430,000 tested, 0.6% active; in the data active means inhibition mostly above about 37%, no sharp cut-off; inactive means mostly below about 20%;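 further: plate controls were negative control peptide for no effect and reference peptide for full effect; strong numbers were not always called active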
# * marks the source's active call; other numbers are inactive results; i = inactive; ? = inconclusive; nt = not tested or not shown. A portion of the library. The share of hits here may be higher or lower than overall.
SMILES,PrPC surface inh,MazEF act,3CLpro inhibitor,Rv3671c inh,TcdB GH inh,Vc quorum ag,Y pestis TopoI,DUSP3 inh,CCHFV vOTU inh,PriA SSB inh
Cn1c(=O)c([N+](=O)[O-])c(-n2cnc3ccccc32)c2ccccc21,-9,9,-1,0,-0.1,-0.1,-5,0,-4,-7
COc1ccc(CCn2c(=N)c(C(=O)NCCN3CCOCC3)cc3c(=O)n4ccccc4nc32)cc1OC,-51,6,-7,-1,0.3,-0.4,1,17,12,-8
O=C(CCOc1ccccc1F)N1CCN(c2ccccc2O)CC1,9,1,6,-7,-4.6,-1.7,3,4,15,-4
O=C(CNC(=O)N1CC(=O)Nc2ccccc21)Nc1ccccc1F,-1,-15,-2,4,0.9,-0.4,0,9,14,-2
O=C(C1CCCCC1)N1CCN(S(=O)(=O)c2ccc(Cl)cc2)CC1,6,-1,-4,-4,nt,i,17,23,7,6
COc1ccccc1CN1CCCC(C(=O)c2ccccc2SC)C1 (configuration not stated),0,6,-5,-2,1.2,i,12,-17,-17,0
O=C(NC1CCCC1)C(c1ccncc1)N(C(=O)c1csnn1)c1ccccc1F (configuration not stated),1,6,-1,-1,1.2,-0.2,-6,-5,-1,-12
O=C(O)c1ccccc1NC(=O)c1cc(-c2ccccc2)nc2ccccc12,2,1,7,-10,5.2,-0.3,3,23,17,2
O=C(Nc1ncn[nH]1)c1ccc(Cl)c(Cl)c1,5,5,nt,nt,0.3,-0.2,5,nt,-8,-4
Fc1ccc(NC(=S)NCCc2ccccn2)cc1,6,8,1,-1,0.3,i,-2,35,-6,3
O=C(NCCc1ccccc1Cl)C1CCC(=O)N(CCCc2ccccc2)C1 (configuration not stated),-2,-3,0,-4,1.4,-0.3,18,-4,13,-1
Cc1nn(C)cc1CNC(=O)C1CCC(=O)N(CC2CCCCC2)C1 (configuration not stated),1,0,0,-6,0.9,-0.5,-6,19,-8,35
COc1ccc(CCC2(C)NC(=O)N(C(C)C(=O)Nc3ccccc3F)C2=O)cc1 (configuration not stated),-3,3,nt,5,0.2,i,-4,nt,3,-7
O=c1[nH]c(NCCCO)nc2c1C1(CCCC1)Cc1ccccc1-2,7,0,3,-12,-2.7,0.9,-1,14,-151,-10
CN(C)C(=O)COC(=O)c1cccc(S(=O)(=O)Nc2ccc(OCc3ccccc3)cc2)c1,3,2,3,3,-4.7,-12,31,14,-6,1
Cc1cccc(N2C(=O)N3[C@H](c4ccc(F)cc4)[C@@H]4C(=O)N(C5CCCCC5)C(=O)[C@@H]4[C@]3(Cc3ccc(Cl)cc3)C2=O)c1,3,-14,0,-12,1.6,-0.4,-7,24,-6,5
CCOC(=O)[C@H]1[C@H]2COc3ccc(C)cc3[C@@H]2N2C(=O)c3cc(OC)c(OC)cc3NC(=O)[C@@]12C,-3,-15,nt,-11,1.7,i,0,nt,-2,-16
COCC(=O)N1CCC(Oc2ccc(C(=O)NCCc3ncccc3C)cc2)CC1,-6,8,-3,-4,0.5,-0.4,-1,21,5,4
Cc1ccc(NC(=O)N(CCC#N)Cc2ccccc2)cc1,2,1,2,6,-1.2,-0.9,0,13,-7,4
COc1ccc(-c2c(NC(=O)c3ccco3)oc3ccc(Cl)cc3c2=O)cc1,-12,-3,1,-10,1.0,-0.4,-4,-3,25,-15
Cc1ccccc1C(=O)N1CC1C (configuration not stated),6,8,nt,nt,0.4,i,4,nt,1,-12
Fc1ccc(Cn2cc(C(=S)N3CCOCC3)c3ccccc32)cc1,2,2,0,-2,3.4,i,12,-20,-3,25
C/C(CC(=O)Nc1ccc2c(c1)OCCO2)=N\NC(=O)c1ccccc1F,9,6,-6,-15,1.9,-0.3,5,44,-2,nt
COc1ccc(CC(=O)N/N=C(\C)CC(=O)Nc2cccc(F)c2)cc1,-4,-2,0,3,0.2,-0.5,5,20,-8,nt
Cc1sc2ncnc(OCC(=O)NC(C)C)c2c1C,11,3,-6,0,nt,-0.7,-8,14,13,-7
Cc1ccc(-c2csc(N(CCO)CCCn3c(C(F)(F)F)nc4cc(C(F)(F)F)ccc43)n2)cc1,1,-4,2,3,1.3,0.4,9,21,18,3
CCCCCN(C(=O)CCC(=O)OCc1ccc(C(C)C)cc1)c1c(N)n(CCCC)c(=O)[nH]c1=O,4,-9,nt,-1,0.6,0.7,0,nt,2,-9
COc1cccc(C(C)(O)c2nc(-c3cnn(C)c3)cs2)c1 (configuration not stated),-3,nt,nt,nt,1.4,-0.3,-7,nt,-3,nt
O=C(NCC1CCCN(C(=O)NCc2ccccc2)C1)c1ccc2c(c1)OCO2 (configuration not stated),6,1,-3,2,1.7,0.0,-8,8,2,1
CC1(C(=O)Nc2cccc3ncccc23)CCN1C(=O)C1(c2ccccc2)CC1 (configuration not stated),10,nt,nt,nt,1.4,-0.4,-2,nt,2,nt

# Looked up above.
# Result of Fc1ccc(NC(=S)NCCc2ccccn2)cc1 under Y pestis TopoI: -2
# Result of Fc1ccc(Cn2cc(C(=S)N3CCOCC3)c3ccccc32)cc1 under MazEF act: 2
# Result of O=C(C1CCCCC1)N1CCN(S(=O)(=O)c2ccc(Cl)cc2)CC1 under DUSP3 inh: 23

# (cont.)
SMILES,PrPC surface inh,MazEF act,3CLpro inhibitor,Rv3671c inh,TcdB GH inh,Vc quorum ag,Y pestis TopoI,DUSP3 inh,CCHFV vOTU inh,PriA SSB inh
Cc1c(Cl)cccc1NC(=O)CNC(=O)c1ccco1,8,9,-4,3,-1.0,i,3,6,-4,-1
Cc1[nH]c2ccccc2c1C(=O)CSc1nccc(=O)[nH]1,2,-2,1,1,-0.9,-0.2,-2,5,17,2
COc1ccc(C(=O)Oc2cc3c4c(c2)C(C)=CC(C)(C)N4C(=O)C3=O)cc1OC,4,21,-1,-4,nt,-0.2,1,-8,5,0
CCCN1CCN(CCCNC(=S)Nc2ccc(F)cc2)CC1,-9,1,1,12,1.2,i,-1,2,12,12
Cc1cc(C)cc(NC(=S)N(Cc2ccc(Br)cc2)Cc2ccc(C(=O)O)cc2)c1,3,3,9,-3,9.4,-0.1,23,38,8,11
O=C(NCc1cc(F)cc(C(F)(F)F)c1)C1CCC(=O)N(C2CCCC2)C1 (configuration not stated),2,7,-9,1,2.4,i,-1,12,5,3
COc1ccc(CCNC(=O)C(C)Sc2ccccc2)cc1OC (configuration not stated),10,-5,-3,3,nt,-1.0,0,44,14,-10
CCOC(=O)c1cc(C)n(CCc2ccccc2)c1C,-7,-3,7,3,nt,i,-10,-26,10,-20
Cc1ccccc1CC1S/C(=N/N=C/c2ccco2)NC1=O (configuration not stated),0,nt,3,-3,1.1,nt,nt,16,0,nt
CC(=O)Nc1ccc(C(=O)NNC(=O)c2ccc(Cl)cc2)cc1,8,10,1,5,1.8,-0.6,-3,0,-9,-13
CS(=O)(=O)N1CCN(C(=O)CCC2CCCC2)CC1,7,2,-1,-5,nt,i,3,-1,6,-10
CC(C)CC(=O)C1=C(O)C(=O)N(Cc2ccccc2)C1c1ccccc1 (configuration not stated),-9,1,4,3,1.1,i,11,-4,3,-12
COc1ccc(Nc2nc(Cl)nc(NCc3ccco3)n2)c(OC)c1,1,2,1,7,nt,0.5,-3,32,1,-1
Cc1cc2oc(C(=O)NCc3ccc4c(c3)OCO4)c(C)c2cc1C,-8,11,-1,6,nt,-0.3,?,-12,13,16
COc1ccc(C)cc1NC(=O)C(=O)NCc1ccncc1,-7,-1,-2,2,nt,-0.4,-2,21,-8,-11
CC1(C)C(=O)Nc2ccccc2N1C(=O)COc1ccccc1C#N,-3,8,nt,-7,0.4,i,-1,nt,-6,-7
Cc1ccc(C(=O)OCC(=O)Nc2cccc(S(=O)(=O)N3CCOCC3)c2)o1,4,-4,nt,-7,0.3,-2.1,0,nt,10,-2
O=C(NC1CCCCC1)N1CCN(C(c2ccccc2)c2ccccc2)CC1,-2,2,-3,-8,nt,-7.1,-6,10,-12,-8
O=C(COc1ccccc1)NCC(=O)Nc1ccncc1,1,-1,nt,-4,-3.1,-0.6,7,nt,6,-6
Cc1ccc(C(=O)NCC(=O)N(C)CC(=O)Nc2c(Cl)cccc2Cl)s1,8,-7,nt,-4,-5.7,i,-1,nt,7,-4
COc1ccc(S(=O)(=O)N2CCN(CC(=O)NCC3(N4CCOCC4)CCCCC3)CC2)cc1,3,6,nt,-2,1.2,i,4,nt,-2,-3
O=c1[nH]oc2cc(Cl)ccc12,-2,1,1,-5,0.4,0.6,2,-7,7,0
COc1cccc(-c2csc(NC(=O)Nc3ccccc3)n2)c1,23,19,-1,-192,1.5,i,-7,10,3,-1
CCn1c(SCC(=O)NNC(=O)c2ccc(C)cc2)nnc1C1CC1,4,0,2,2,1.0,-0.3,-5,36,11,-36
COc1ccccc1-c1cc(C(=O)N/N=C/c2ccoc2)c2ccccc2n1,-4,8,-2,-18,1.5,-0.3,-7,21,9,nt
Cc1ccccc1OCC(O)CN1CCCCC1 (configuration not stated),-1,10,2,3,-0.7,i,1,-14,8,4
CCN(CC)CC(O)c1cccn1-c1ccc(CNC(=O)NC(C)C)cc1 (configuration not stated),-4,-4,-3,-7,0.3,2.2,4,-10,-9,-9
Cc1ccc(CNC(=O)c2ccc(N3CCC4(CC3)CC(c3cccc(Br)c3)=NO4)c(N)c2)cc1,-13,-3,nt,-4,0.8,0.8,0,nt,-2,3
CC(=O)c1cnc(Nc2nc(C)c3cc(C)c(C)cc3n2)nc1C,4,3,-8,5,nt,6.1,6,3,-3,-1
Cc1ccc(C2NC(=S)NC(c3ccc(C)cc3)C23C(=O)NC(=O)NC3=O)cc1 (configuration not stated),12,-3,-1,4,nt,i,5,24,12,-22

# Shown with values under each structure: two of the compounds above
# Order of results: PrPC surface inh | MazEF act | 3CLpro inhibitor | Rv3671c inh | TcdB GH inh | Vc quorum ag | Y pestis TopoI | DUSP3 inh | CCHFV vOTU inh | PriA SSB inh
O=c1[nH]oc2cc(Cl)ccc12
 : -2 | 1 | 1 | -5 | 0.4 | 0.6 | 2 | -7 | 7 | 0
COc1cccc(-c2csc(NC(=O)Nc3ccccc3)n2)c1
 : 23 | 19 | -1 | -192 | 1.5 | i | -7 | 10 | 3 | -1

# (list continues)
SMILES,PrPC surface inh,MazEF act,3CLpro inhibitor,Rv3671c inh,TcdB GH inh,Vc quorum ag,Y pestis TopoI,DUSP3 inh,CCHFV vOTU inh,PriA SSB inh
Cc1ccc(S(=O)(=O)NCc2nc3ccccc3c(=O)n2N)cc1,9,4,-5,2,nt,-0.5,-4,-14,-1,-16
Cc1cccc(C(=O)N2CCCC(N3CCN(c4cccc(Cl)c4)CC3)C2)n1 (configuration not stated),1,7,-2,-1,-0.3,-0.1,32,14,-3,-10
O=C(O)CCCCCNC(=O)c1ccc(Br)cc1,-3,8,1,5,nt,i,5,39,3,-8
COc1ccc(CNC(=O)CCc2c[nH]c3ccccc23)cc1,-1,8,3,-1,-0.3,-1.8,5,7,4,-4
O=C(O)c1ccc(CNCc2c(Cl)cccc2Cl)cc1,-1,-1,-4,-4,nt,i,2,19,1,-14
Cc1cc2c(cc1C)C(c1cccc([N+](=O)[O-])c1)CC(=O)N2 (configuration not stated),-2,-10,-1,-12,1.6,-0.4,-3,-8,6,3
Cc1nc2scc(C)n2c(=O)c1S(=O)(=O)Nc1ccc(N2CCOCC2)c(Cl)c1,10,-5,5,-2,0.7,i,-10,33,0,-10
COc1ccc2nc(NC(=O)/C=C/c3ccc4c(c3)OCO4)sc2c1,-2,nt,-1,-8,nt,nt,nt,10,25,nt
Cc1ccc(C)c(S(=O)(=O)NCCOc2nc(NC(C)C)nc(NC(C)C)n2)c1,4,0,1,5,0.2,1.7,5,16,9,4
COc1ccc(-c2nnc3n2CCCCC3)cc1OC,-3,-5,1,-12,1.0,i,1,16,0,5
Cc1ccc(SCC(=O)N(C)C2CCS(=O)(=O)C2)c(C)c1 (configuration not stated),0,-5,nt,5,1.2,i,4,nt,6,-3
COc1cccc2cc(C(=O)N3CCN(c4ccccn4)CC3)c(=O)oc12,-2,0,6,0,nt,i,1,2,8,-25
COc1ccc(N2CCN(S(=O)(=O)c3ccc(OC)c(C(=O)N4CCOCC4)c3)CC2)cc1,2,-3,6,2,2.4,-2.3,1,4,4,-2
CCCCN(C=O)c1c(CC)nc2ccc(C(=O)N3CCN(c4ccccc4)CC3)cn12,1,nt,nt,nt,1.1,i,18,nt,10,nt
